mcGAS lum – inhibitors of mouse cGAS; Q8C6L5; recombinant cGAS, Kinase-Glo ATP depletion luminescence; inhibition, % at 12.5 µM; 0.15% of 160,000 active; AID 1259399;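 also: 0% = negative control wells and 100% = reference inhibitor with no enzyme activity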
hcGAS lum – blocks human cGAS activity. Q8N884. recombinant h-cGAS, ATP depletion, Kinase-Glo luminescence. inhibition, % at 12.5 µM. 0.081% of 290,000 active. AID 1259398;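 also: 0% = vehicle reaction and 100% = reaction without DNA for no activity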
Target sequence (Q8N884 whole entry, looked up): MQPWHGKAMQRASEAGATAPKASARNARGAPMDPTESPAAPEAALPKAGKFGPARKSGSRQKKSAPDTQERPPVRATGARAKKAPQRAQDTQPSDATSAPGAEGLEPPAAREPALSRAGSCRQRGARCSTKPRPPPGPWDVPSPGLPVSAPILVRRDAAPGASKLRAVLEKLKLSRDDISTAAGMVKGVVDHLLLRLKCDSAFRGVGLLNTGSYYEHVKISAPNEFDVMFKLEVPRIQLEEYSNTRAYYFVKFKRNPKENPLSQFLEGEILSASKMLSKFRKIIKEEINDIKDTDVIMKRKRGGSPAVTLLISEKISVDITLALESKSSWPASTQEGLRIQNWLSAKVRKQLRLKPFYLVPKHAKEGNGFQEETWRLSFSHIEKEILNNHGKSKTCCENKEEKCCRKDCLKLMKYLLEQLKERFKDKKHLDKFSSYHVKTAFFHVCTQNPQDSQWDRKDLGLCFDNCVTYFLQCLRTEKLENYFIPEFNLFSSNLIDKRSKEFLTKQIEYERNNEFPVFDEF
NPYLR7 agonist – mosquito NPYLR7 agonism. HEK293T NPYLR7/Galpha15, GCaMP6s calcium fluorescence. activation, % at 10 µM. 0.15% of 270,000 active. AID 1259423; in the data active = activation above about 40%;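 also: 0% = vehicle and 100% = reference agonist at the receptor; some compounds past the cut are filed as inactive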
* = called active by the depositor; / = no result given; & = joins results of further samples. Rule as the data show it, unless noted: active = inhibition above about 40%; inactive = the rest.

Molecule	mcGAS lum	hcGAS lum	NPYLR7 agonist
CCOc1ccc(-n2nnc3c(N4CCN(S(=O)(=O)c5ccc(CC)s5)CC4)ncnc32)cc1	-0.3	1.8	-7.6
O=C1CCCN1Cc1nc(Cc2c(F)cccc2Cl)no1	/	-6.6	27.6
CC(C)n1cc(Br)cc1C(=O)NC1(C(N)=O)CCCC1	-14.2	-5.7	-0.2
O=S(=O)(c1cccc(C(F)(F)F)c1)N1CCN(CC(OCc2c(F)cccc2F)c2ccc(Cl)cc2)CC1 (stereo not given)	-4.6	1.0	23.8
O=C(COc1ccc(Cl)cc1)N1CCN(c2ccc3nnc(C4CC4)n3n2)CC1	/	-7.4	-1.5
CCn1ccnc1CN1CCC(C(O)c2cccs2)CC1 (stereo not given)	-13.5	0.6	0.5
CCCCCc1ccc(C(=O)Nc2ccccc2C2SCC(=O)N2c2ccccc2F)cc1 (stereo not given)	-9.8	-12.9	/
Cc1ccc2c(c1)C(CC(=O)N1CCN(C)C3(CCN(C)CC3)C1)C(=O)N2 (stereo not given)	/	-0.5	9.7
Cc1nn(CC(=O)N2CCC(O)(CN(C)C)C2)c(=O)c2ccccc12 (stereo not given)	/	-6.9	15.9
CC(NC(=O)C(C)N1CCN(C)CC1C)c1ccc2c(c1)OCCO2 (stereo not given)	/	-10.6	1.8
COC(=O)c1c(C)[nH]c(C(=O)C(C)Sc2nncn2C)c1C (stereo not given)	/	-3.5	7.6
CCCN(C(=O)c1cccs1)C1CCNCC1	/	-4.0	-0.1
Cc1nc(NCCNC(=O)c2cccc(C(F)(F)F)c2)cc(N2CCOCC2)n1	/	-0.3	0.0
CCC(C)N(CCC(=O)Nc1ccc(C)cc1)c1nc(Cc2ccc(C)cc2)ns1 (stereo not given)	-3.9	-5.6	6.5
CC(=O)Nc1ccc(S(=O)(=O)Oc2ccc(Cl)cc2CN(Cc2ccco2)C(=O)NC(C)C)cc1	-7.0	-8.3	3.7
CCCc1[nH]n(-c2cccc(Cl)c2)c(=O)c1C1=C([n+]2cc(C)cc(C)c2)C(=O)N(C(C)C)C1=O	-10.0	-11.7	-18.0
COc1ccc(CCOc2nc(-c3ccc(C)cc3)n(-c3cccc(NC(=O)c4cccc([N+](=O)[O-])c4)c3)n2)cc1	1.9	-1.9	-9.2
CCC(=O)NCCCn1nc(-c2cccs2)ccc1=O	/	2.9	-1.5
Cc1ccc2nc(N3CCN(Cc4ccccc4)CC3)nc(-c3ccccc3)c2c1	-8.3	3.7	11.5
COC1CCN(CC(=O)NCC(=O)c2cccs2)CC1	/	-5.9	2.7
CCC(=O)c1ccc(OCc2nc(N)nc(N3CCOCC3)n2)cc1	/	-0.4	12.3
CN1CCN(C(=O)c2ccc(Cn3ccnc3)cc2)Cc2ccccc21	/	-8.5	1.2
CCOC(=O)N1CCC(NC(=O)c2sc3nc4c(c(C(F)(F)F)c3c2N)CC(C)CC4)CC1 (stereo not given)	-3.8	-6.1	61.6*
COc1ccc(-c2c(N)n(C)c3ccccc3c2=O)cc1OC	/	-7.5	-19.1
Cc1ccc(-c2nc3ccc(Br)cn3c2NC2CCCCC2)cc1	-7.9&-5.0	-8.0&-5.8	-8.9&3.1

Later entries
Molecule	mcGAS lum	hcGAS lum	NPYLR7 agonist
Cc1nc(SCc2ccccc2)c(C#N)c(-c2cccc([N+](=O)[O-])c2)c1C(=O)Nc1ccccc1	/	-3.2	-2.5
CC(C#N)c1cccc(C(=O)N2CCOC(COCc3ccccc3F)C2)c1 (stereo not given)	-5.5	0.5	2.1
C=c1cc(C)n(CC(=O)Nc2ccc(C)c(F)c2)c(=O)c1=C1N=C(c2ccc(OC)cc2)NO1	-6.8	-4.2	-2.9
Cc1cc(Cl)ccc1OCC(=O)Oc1cccc([N+](=O)[O-])c1	/	-6.0	-5.5
O=C(NCCNc1ccc(Nc2ccncc2)nn1)Nc1cccc(C(F)(F)F)c1	/	-5.7	5.9
Cc1nc(-c2ccc3c(c2)CCN3C(=O)c2cc3c([nH]c2=O)CCCC3=O)cs1	/	-5.2	5.8
COc1ccc(C2=NC(=Cc3ccsc3)C(=O)O2)cc1	-6.0	-4.4	-0.7
O=C(O)C1(CCc2ccccc2)CCCN(c2nccc3occc23)C1 (stereo not given)	/	-1.2	-2.4
O=C(NCC1CCCO1)c1cnn(-c2cccc(F)c2)c1-c1ccccc1 (stereo not given)	-3.7	-3.6	/
COc1ccc(/C=C2\C=C(c3ccccc3)N(c3cccc(Cl)c3Cl)C2=O)cc1	-2.8	-4.8	11.2
Cc1ccc(NC2(C(=O)NCCc3cc(=O)[nH]cn3)CCCC2)cc1	/	5.7	-4.1
O=C(Nc1ccccc1)C1CCN(C(=O)c2c[nH]c3ccccc3c2=O)CC1	/	1.3	3.6
O=S(=O)(NC1CCCc2ccccc21)c1ccc(Cl)c(Cl)c1 (stereo not given)	/	-8.1	6.5
Cc1ccc(NC(=O)CCn2cncn2)c(C)c1	-8.6	-7.2	0.8
C=CCn1c(-c2ccc(Cl)cc2)n[nH]c1=S	-5.7	0.5	1.8
O=C(NCCn1ncc2c(N3CCCCC3)ncnc21)c1ccco1	-6.1	-8.9	-0.1
CCc1nc(SCc2cc(Cl)ccc2OC)n[nH]1	/	-6.3	6.8
Cc1ccc(NC2(C(=O)NCCN(C)S(C)(=O)=O)CCCC2)cc1	-10.2	1.4	-12.2
CC(C)(C)n1nc2c(c1NC(=O)c1ccco1)CSC2	-4.7	-2.7	-3.9
COc1ccc(N2CCN(C(=O)c3cccc(F)c3)C(C)C2=O)cc1 (stereo not given)	-7.4	-9.8	10.3
CCCCSc1nnc2c(n1)OC(c1ccc([N+](=O)[O-])cc1)Nc1ccccc1-2 (stereo not given)	5.9	11.4	-10.2
Cc1cc(N2CCC(C)CC2)n2nc(C)c(-c3ccc(Cl)cc3)c2n1	-7.7	-6.6	-1.6
COc1cc(CC(=O)N2CCOC(COCc3cccc(C(F)(F)F)c3)C2)cc(OC)c1 (stereo not given)	/	-3.4	25.7
CCCNc1nccnc1-c1cccc(C=O)c1	-1.0	-3.8	-3.1
CCCCc1nc(N2CCN(C(=O)c3ccc(F)cc3)CC2)c2c(C)nn(-c3ccccc3)c2n1	-6.4	-3.8	10.8

Following part:
Molecule	mcGAS lum	hcGAS lum	NPYLR7 agonist
CC(C)c1cc(C(=O)N2CCc3nnc(CCc4ccccc4)n3CC2)no1	-7.0	-5.1	-6.2
CCCSc1ncccc1C(=O)NCC(c1ccccc1)c1ccccc1	-2.4	-9.4	-4.2
CN1CCN(C(=O)c2nn(-c3ccccc3F)c(=O)n(Cc3cccc(C(F)(F)F)c3)c2=O)CC1	-2.9	-1.8	-2.4
CCc1nnc(NC(=O)CSc2nc3c(c(=O)n2CCOC)SC(C)C3)s1 (stereo not given)	/	-9.0	2.5
Cc1c(CN(C)C(=O)COc2cccnc2)[nH]c2ccccc12	/	-4.6	5.2
CN1CC2(CCN(C(=O)c3cn4ccsc4n3)C2)OC1=O (stereo not given)	-12.5	-7.5	1.2
Cn1cnnc1SCc1nc(N)nc(Nc2ccccc2)n1	-5.8	-8.6&-3.5	9.4&11.6
COc1ccc(N2CCN(C(=O)C3CC=CCC3C(=O)NCCc3cccc(Cl)c3)CC2)cc1 (stereo not given)	/	-3.1	-6.5
O=c1oc2ccccc2c(O)c1C=Nc1nc2ccccc2s1	/	-4.0	7.7
CC(=O)c1ccc(C(=O)N(CCCN(C)C)c2nc3ccc(F)cc3s2)cc1	-6.4	-4.9	3.0
O=C(c1ccc(F)cc1F)N1CCC(Cc2ccccc2)CC1	-4.2	-4.4	-2.1
CCc1cnccc1NC(=O)c1c(C)oc(C)c1Br	/	0.9	-4.6
COc1ccc(C(CC(=O)N(C)Cc2cnc3ccccn23)c2ccccc2)cc1 (stereo not given)	-15.0	-8.5	12.2
CCNC(=S)Nc1ccn(Cc2c(F)c(F)c(F)c(F)c2F)n1	/	-3.4	9.4
CCc1nc2ccc(C(=O)N(C)CCN(C)C)cn2c1N(C)CCN1CCOCC1	-1.5	-7.0	21.5
Cn1cc(CN(C(=O)c2csc3nc(-c4ccc(F)cc4)cn23)C2CC2)cn1	0.7	0.8	-4.7
COCc1c(Br)c(C)nc(OCC(=O)N/N=C\c2ccc(-c3cccc([N+](=O)[O-])c3)o2)c1C#N	1.7	-1.4	-6.5
COc1cccc(CN(C)C(C)C(=O)N(C)C)c1F (stereo not given)	/	-6.4	5.5
O=C(C1C[C@H]1c1ccccc1)N1CCC2(CC1)SCCN2C(=O)c1cccs1 (stereo not given in full)	-2.7	-8.4	17.2
Cc1nnc(C(=O)NC(C)(C)c2nc(C(=O)NCc3ccc(F)cc3)c(O)c(=O)n2C)o1	-6.2	-8.6	-4.7
C=CCn1c(C)cn2c3c(=O)n(Cc4c(Cl)cccc4Cl)c(=O)n(C)c3nc12	-4.1	4.8	5.1
CCOC(=O)c1nn(-c2ccc(F)cc2)c(=O)cc1OS(=O)(=O)c1ccc(C)cc1	-7.3	-9.7	-0.7
Cc1ccc(Cc2nc(N3CCN(S(=O)(=O)c4cccc(C(F)(F)F)c4)CC3)c3c(C)nn(-c4ccccc4)c3n2)cc1	0.6	3.1	/
COCCNC(=S)NNC(=O)c1ccccc1-n1cccc1	/	-6.6	4.1
COC(=O)c1sc(N)c(C(=O)OC)c1COC(=O)c1cccc(C)c1	-15.6	-4.0	5.3

In the list so far, five have a nitro group on carbon.
Molecule	mcGAS lum	hcGAS lum	NPYLR7 agonist
COc1ccc(CCOc2nc(-c3ccc(C)cc3)n(-c3cccc(NC(=O)c4cccc([N+](=O)[O-])c4)c3)n2)cc1	1.9	-1.9	-9.2
Cc1nc(SCc2ccccc2)c(C#N)c(-c2cccc([N+](=O)[O-])c2)c1C(=O)Nc1ccccc1	/	-3.2	-2.5
Cc1cc(Cl)ccc1OCC(=O)Oc1cccc([N+](=O)[O-])c1	/	-6.0	-5.5
CCCCSc1nnc2c(n1)OC(c1ccc([N+](=O)[O-])cc1)Nc1ccccc1-2 (stereo not given)	5.9	11.4	-10.2
COCc1c(Br)c(C)nc(OCC(=O)N/N=C\c2ccc(-c3cccc([N+](=O)[O-])c3)o2)c1C#N	1.7	-1.4	-6.5

Continued:
Molecule	mcGAS lum	hcGAS lum	NPYLR7 agonist
COc1ccc(OCc2cn3cccnc3n2)cc1	-3.3	-12.3&-10.9	-7.7&0.5
COc1ccc(Cc2noc(-c3cccc(Br)c3)n2)cc1OC	-5.6	-8.0	0.3
CN(Cc1ccccc1)Cc1nc2ccccc2c(=O)n1Cc1ccco1	/	-5.0	-7.2
Cc1ccccc1C(=O)N1CCSC1c1ccc(F)cc1 (stereo not given)	-5.6	-9.5	-7.6
CN(Cc1ccccc1)C(=O)CCC1CCN(C(=O)CCN2CCCCO2)CC1	/	-3.1	5.0
CCOc1ccc(C(=O)N2CCN(C(=O)c3ccco3)CC2)cc1	/	-6.4	5.7
COc1ccccc1CN(Cc1nc(C(=O)NCC2CCCO2)co1)C(C)c1ccccc1 (stereo not given)	-3.4	-2.6	/
CC(=O)Nc1ccc(NC(=O)c2cccs2)c(C(F)(F)F)c1	/	-15.8&-8.4	9.4&1.0
CC1CCN(C(=O)CCNS(=O)(=O)c2ccc3c(c2)OCCCO3)C2CCCCC12 (stereo not given)	-16.4	-8.1	7.1
Cc1cc(C(=O)NC2(C#N)CCC2)c(C)o1	/	-5.3	-0.3
CN(C)CCN1C(=O)C(O)=C(C(=O)c2cc3ccccc3o2)C1c1ccco1 (stereo not given)	/	-9.9	-1.1
C=CCn1c(SCCCC)nc2c([nH]c3ccccc32)c1=O	-6.0	-2.7	-1.9
O=C1COCc2cc(-c3cccnc3)ccc2N1CCN1CCOCC1	/	-7.3	5.9
Cc1ccc(NC(=O)CCNC(=O)c2ccc(-n3cnnc3)cc2)cc1	-17.2	-2.7	4.3
COCc1c(C(=O)N2CCN(c3ccccc3)CC2)cnn1-c1nccc(-c2cccs2)n1	-9.5	-9.2	16.2
NS(=O)(=O)c1ccc(CCNC(=O)c2csc(-c3cc4ccccc4[nH]3)n2)cc1	/	0.9	17.7
COC(=O)c1c(C)cc(OC(C)=O)c(C)c1OC(C)=O	/	2.2	6.0
O=C(CCc1cc(Cl)no1)NC1CCC(n2cnnc2)CC1 (stereo not given)	/	-6.5	5.3
CCN(CC)S(=O)(=O)N1CCN(C(=O)c2cccnc2Cl)CC1	/	6.8	-5.5
CC1(C)OC(=O)C(=Cc2cccn2-c2ccc(S(N)(=O)=O)cc2)C(=O)O1	/	-3.4	-1.1
COc1ccc(-c2nn3c(N4CCOCC4)cc(C)nc3c2C)cc1OC	-5.4	-1.1	5.4
COc1ccc(-c2noc(CSc3nnc(C4CC4)n3C3CC3)n2)cc1	-6.1	-7.3	6.5
CC1Cc2cc(-c3cc(CNC(=O)c4ccc(=O)oc4)no3)ccc2O1 (stereo not given)	/	4.9	0.6
CCOC(=O)C1(Cc2ccc(Cl)cc2)CCN(Cc2cc(C(C)C)n[nH]2)CC1	/	1.3	0.4
O=C(Nc1n[nH]c(=S)s1)c1ccco1	/	-1.3	1.2
N=c1oc2ccc(Cl)cc2cc1C(=O)NCc1ccccc1	-10.1	-0.9	2.9
CC(=O)c1c(C)[nH]c(C(=O)COC(=O)c2c(C)noc2C)c1C	/	-4.8	3.3

Pulled by compound from the entries so far, two records:
Molecule	mcGAS lum	hcGAS lum	NPYLR7 agonist
CCCCCc1ccc(C(=O)Nc2ccccc2C2SCC(=O)N2c2ccccc2F)cc1 (stereo not given)	-9.8	-12.9	/
Cc1cc(Cl)ccc1OCC(=O)Oc1cccc([N+](=O)[O-])c1	/	-6.0	-5.5

Bioassay records (PubChem BioAssay)
